SRC1 inh: SRC1 coactivator transcriptional activity inhibitors, primary screen, cell-based, luminescence; inhibition, % at 3.6 µM; AID 588354, 2011; 360,000 compounds, 0.12% hits; HEK293 GAL4-SRC1 luciferase reporter;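 active means inhibition above the campaign mean plus 3 SD, with each screening campaign given its own cutoff, cut at about 60% in these data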;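 further: 0% = DMSO treated cells and 100% = gossypol at 36 µM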
TLR9-MyD88 block: inhibitors of TLR9-MyD88 association in cells, primary screen, cell-based, CHO, BLA complementation, fluorescence | Toll-like receptor 9 (Homo sapiens) + Myeloid differentiation primary response protein … | CCF4 FRET ratio | inhibition, % at 4.98 µM | 340,000 compounds, 0.21% hits | AID 504734, 2011;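 active means inhibition above the mean over all tested compounds plus 3 SD, cut at about 21% in these data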;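 further: 0% = DMSO only wells and 100% = clavulanate BLA inhibitor control wells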
TWEAK-Fn14 inh: inhibitors of TWEAK-Fn14 signaling, primary screen, luciferase reporter cells, uHTS. inhibition, % at 10 µM. TWEAK-stimulated Fn14 reporter cells, luciferase luminescence, 8 h. 360,000 compounds, 2% hits; in the data active means inhibition above about 50%
LMP1 NFkB inh: EBV LMP1-driven NF-kappaB luciferase reporter inhibitors, primary screen, cell-based, luminescence, single point; LMP1-induced NF-kappaB luciferase reporter cells; inhibition, % at 12.5 µM; 350,000 compounds, 0.69% hits; AID 504558, 2011; in the data active means inhibition above about 41%;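 further: 0% = neutral control wells and 100% = reference inhibitor control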
TRAIL sens C8: viability loss with TRAIL in NB7+C8 cells, primary screen, TRAIL sensitizer project, cell-based, ATPlite luminescence; inhibition (viability loss, TRAIL sensitization), % at 10 µM; 360,000 compounds, 1% hits; AID 624354, 2012;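 active means compounds causing at least 50% loss of cell viability in the single-dose screen, relative to plate controls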
TROY NFkB inh: inhibitors of TROY-driven NF-kB signaling, primary screen, Q293 LMP1-TROYcd cells, NF-kB luciferase, uHTS | inhibition, % at 10 µM | 360,000 compounds, 0.98% hits | Q293 LMP1-TROYcd NF-kB luciferase reporter, 4 h;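 active means compounds whose plate-normalised and pattern-corrected inhibition of the luciferase reporter signal at the single screening dose is 50% or more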
NOD2-RIPK2 inh: NOD2-RIPK2 binding disruptors in cells, primary screen, fluorescence, CHO cells, BLA complementation; CCF4 ratio; inhibition, % at 4.98 µM; 360,000 compounds, 0.38% hits; in the data active means inhibition above about 21%;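 further: 0% = vehicle only and 100% = reference blocker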
Target sequence (O43353 whole entry, looked up): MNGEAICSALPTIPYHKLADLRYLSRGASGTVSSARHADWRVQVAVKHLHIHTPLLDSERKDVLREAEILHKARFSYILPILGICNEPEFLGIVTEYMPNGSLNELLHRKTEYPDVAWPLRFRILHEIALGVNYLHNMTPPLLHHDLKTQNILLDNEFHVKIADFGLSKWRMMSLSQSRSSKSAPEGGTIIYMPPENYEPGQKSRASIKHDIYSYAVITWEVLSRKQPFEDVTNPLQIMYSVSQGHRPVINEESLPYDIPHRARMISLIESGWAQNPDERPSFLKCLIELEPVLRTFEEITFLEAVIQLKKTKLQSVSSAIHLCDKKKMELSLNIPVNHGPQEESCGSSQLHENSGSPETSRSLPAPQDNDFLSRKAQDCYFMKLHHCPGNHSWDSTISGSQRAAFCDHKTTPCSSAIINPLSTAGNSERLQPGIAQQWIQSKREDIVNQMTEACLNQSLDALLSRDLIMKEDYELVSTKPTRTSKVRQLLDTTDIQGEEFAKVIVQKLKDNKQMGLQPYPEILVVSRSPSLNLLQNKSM
NR5A2 inv ag: LRH-1 (NR5A2) inverse agonists, primary screen, cell-based, luminescence, HEK293T, StAR-luciferase reporter | Nuclear receptor subfamily 5 group A member 2 (Homo sapiens), O00482 | LRH-1 transfected, 24 h | inhibition, % at 3.6 µM | 360,000 compounds, 0.13% hits;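 active means inhibition above the mean inhibition of all tested compounds plus 3 SD, cut at about 73% in these data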;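 further: 0% = DMSO wells and 100% = reporter-only cells lacking LRH-1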
NR2F2 inh: NR2F2 transcriptional activity inhibitors, primary screen, cell-based, luciferase reporter, HEK293T, luminescence; 370,000 compounds, 0.7% hits; HEK293T NGFI-A luciferase reporter; COUP transcription factor 2 (Homo sapiens), P24468; inhibition, % at 8.6 µM; AID 686940, 2013;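 active means inhibition above a per-plate cutoff, mean inhibition of test wells between control levels plus 3 SD, cut at about 38% in these data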;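 further: cells cotransfected with COUP-TFII expression vector driving the NGFI-A reporter; 0% = median of COUP-TF2 test wells and 100% = reporter-only cells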
Target sequence (P24468 whole entry, looked up): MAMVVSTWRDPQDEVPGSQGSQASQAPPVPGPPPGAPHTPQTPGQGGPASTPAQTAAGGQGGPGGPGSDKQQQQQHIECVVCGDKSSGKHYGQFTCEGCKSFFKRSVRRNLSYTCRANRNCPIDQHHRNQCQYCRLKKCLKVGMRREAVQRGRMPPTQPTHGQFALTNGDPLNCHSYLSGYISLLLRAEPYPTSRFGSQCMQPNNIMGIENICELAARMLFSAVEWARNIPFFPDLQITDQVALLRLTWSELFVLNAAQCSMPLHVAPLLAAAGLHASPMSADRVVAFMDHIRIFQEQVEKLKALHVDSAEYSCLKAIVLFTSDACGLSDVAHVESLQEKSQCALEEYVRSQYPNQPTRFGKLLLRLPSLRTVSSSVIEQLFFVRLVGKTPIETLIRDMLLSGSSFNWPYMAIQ
SRC3 inh: SRC3 coactivator transcriptional activity inhibitors, primary screen, cell-based, luminescence | inhibition, % at 3.6 µM | 360,000 compounds, 0.17% hits | HEK293 GAL4-SRC3 luciferase reporter | AID 588352, 2011 | Nuclear receptor coactivator 3 (Homo sapiens), Q9Y6Q9;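 active means inhibition above a per-campaign cutoff, the mean of all compounds plus 3 SD, cut at about 60% in these data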;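 further: 0% = DMSO-treated cells and 100% = gossypol-treated cells at 36 µM; higher means less SRC3-driven luciferase light from the GAL4 reporter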
NCOA2 inhibitor: inhibition of GAL4-SRC2 driven luciferase reporter, primary screen, SRC2 inhibitor project, cell-based, luminescence; Nuclear receptor coactivator 2 (Homo sapiens), Q15596; HEK293 GAL4-SRC2 luciferase reporter; inhibition, % at 9 µM; 370,000 compounds, 0.17% hits; AID 651957, 2012;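 active means inhibition above the mean inhibition of all tested compounds plus 3 SD, set per campaign, cut at about 52% in these data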;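 further: 0% = DMSO treated cells and 100% = cells given Gossypol at 36 µM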
Active calls of the source: *. Not all compounds are listed. The share of hits here may be higher or lower than overall.

Screening CCc1c(C)nc2ncnn2c1NCCc1ccc(Cl)cc1 returned SRC1 inh -7, TLR9-MyD88 block 9, TWEAK-Fn14 inh 21, LMP1 NFkB inh 17, TRAIL sens C8 14, TROY NFkB inh 13, NOD2-RIPK2 inh -11, NR5A2 inv ag 27, NR2F2 inh 47*, SRC3 inh 33 and NCOA2 inhibitor 33.
For CCN(CC(=O)Nc1c(F)cccc1F)C(=O)c1csc2c1CCCC2 the results were SRC1 inh 7, TLR9-MyD88 block -3, TWEAK-Fn14 inh 9, LMP1 NFkB inh 2, TRAIL sens C8 7, TROY NFkB inh -6, NOD2-RIPK2 inh 3, NR5A2 inv ag 9, NR2F2 inh 16, SRC3 inh 1 and NCOA2 inhibitor 15.
`CCOc1cc(C2C(C(=O)OC)=CN(C3CCCC3)C=C2C(=O)OC)cc(Br)c1O` gave SRC1 inh 3, TLR9-MyD88 block -4, TWEAK-Fn14 inh 8, LMP1 NFkB inh -1, TRAIL sens C8 -8, TROY NFkB inh 11, NOD2-RIPK2 inh -10, NR5A2 inv ag -3, NR2F2 inh 16, SRC3 inh 16 and NCOA2 inhibitor 5.
`COc1ccccc1CNC(=O)COC(=O)c1cccs1` gave SRC1 inh -7, TLR9-MyD88 block -7, TWEAK-Fn14 inh 0, LMP1 NFkB inh -1, TRAIL sens C8 -3, TROY NFkB inh -37, NOD2-RIPK2 inh 5, NR5A2 inv ag -10, NR2F2 inh 10, SRC3 inh -13 and NCOA2 inhibitor -2.
For C=CC(=O)Nc1sc2c(c1C(N)=O)CCCC2 the results were SRC1 inh -11, TLR9-MyD88 block -4, TWEAK-Fn14 inh 23, LMP1 NFkB inh -17, TRAIL sens C8 9, TROY NFkB inh 7, NOD2-RIPK2 inh -10, NR5A2 inv ag 9, NR2F2 inh -7, SRC3 inh -37 and NCOA2 inhibitor -11.
For Cc1cccc(C)c1NC(=O)c1sc(Cl)nc1C the results were SRC1 inh -23, TLR9-MyD88 block 7, TWEAK-Fn14 inh 5, LMP1 NFkB inh -10, TRAIL sens C8 -1, TROY NFkB inh -10, NOD2-RIPK2 inh 4, NR5A2 inv ag 9, NR2F2 inh 2, SRC3 inh 17 and NCOA2 inhibitor 0.
`CCOc1cccc2c1OC1(C)CC2NC(=O)N1Cc1ccccc1` (configuration not stated) gave SRC1 inh 8, TLR9-MyD88 block -5, TWEAK-Fn14 inh 0, LMP1 NFkB inh -16, TRAIL sens C8 7, TROY NFkB inh 1, NOD2-RIPK2 inh -13, NR5A2 inv ag -11, NR2F2 inh -1, SRC3 inh 17 and NCOA2 inhibitor 23.
`OC[C@@H]1CN(CCN2CCOCC2)C[C@H](n2cnc3c(N4CCOCC4)ncnc32)O1` gave SRC1 inh 11, TWEAK-Fn14 inh 5, TRAIL sens C8 -1, TROY NFkB inh -17, NOD2-RIPK2 inh -5, NR5A2 inv ag -20, NR2F2 inh -11, SRC3 inh -4 and NCOA2 inhibitor -17.
`O=C(CSc1nnc(CNC(=O)c2ccco2)o1)NC1CCCC1` gave SRC1 inh -1, TLR9-MyD88 block -3, TWEAK-Fn14 inh -4, LMP1 NFkB inh 0, TRAIL sens C8 -17, TROY NFkB inh 2, NOD2-RIPK2 inh -1, NR5A2 inv ag 1, NR2F2 inh 4, SRC3 inh 3 and NCOA2 inhibitor 12.
Cc1cc(S(=O)(=O)NCCCn2ccnc2)c(C)cc1Cl was read as SRC1 inh -5, TLR9-MyD88 block 1, TWEAK-Fn14 inh 11, LMP1 NFkB inh 1, TRAIL sens C8 1, TROY NFkB inh 4, NOD2-RIPK2 inh 5, NR5A2 inv ag 2, NR2F2 inh -12, SRC3 inh 2 and NCOA2 inhibitor -4.
For CCc1ccc(NC(=O)CSc2nc(C)cs2)cc1 the results were SRC1 inh -19, TLR9-MyD88 block -3, TWEAK-Fn14 inh -29, LMP1 NFkB inh -10, TRAIL sens C8 -4, TROY NFkB inh -53, NOD2-RIPK2 inh 0, NR5A2 inv ag -39, NR2F2 inh -19, SRC3 inh -37 and NCOA2 inhibitor -20.
`COc1ccc(N(C(=O)c2ccco2)C(C(=O)NC2CCCC2)c2ccc(N(C)C)cc2)cc1` (configuration not stated) gave SRC1 inh -4, TLR9-MyD88 block -3, TWEAK-Fn14 inh -2, LMP1 NFkB inh -3, TRAIL sens C8 -4, TROY NFkB inh 2, NOD2-RIPK2 inh 2, NR5A2 inv ag -13, NR2F2 inh 2, SRC3 inh 11 and NCOA2 inhibitor 14.
Screening CCCc1[nH]n(-c2ccc([N+](=O)[O-])cc2)c(=O)c1C=NCCCn1ccnc1 returned SRC1 inh 11, TLR9-MyD88 block -11, TWEAK-Fn14 inh -49, LMP1 NFkB inh 5, TRAIL sens C8 4, TROY NFkB inh -45, NOD2-RIPK2 inh -2, NR5A2 inv ag 24, NR2F2 inh 7, SRC3 inh 7 and NCOA2 inhibitor 8.
`CN(C)C(=O)CSc1nnc(-c2cccs2)n1-c1ccccc1` gave SRC1 inh -21, TLR9-MyD88 block -2, TWEAK-Fn14 inh -4, LMP1 NFkB inh -11, TRAIL sens C8 -13, TROY NFkB inh -15, NOD2-RIPK2 inh -10, NR5A2 inv ag -9, NR2F2 inh -16, SRC3 inh -2 and NCOA2 inhibitor 5.
`CCCCN(C)CCNC(=O)C1CCN(S(=O)(=O)c2cccc3nsnc23)CC1` gave SRC1 inh 10, TLR9-MyD88 block 8, TWEAK-Fn14 inh 4, LMP1 NFkB inh -1, TRAIL sens C8 6, TROY NFkB inh -2, NOD2-RIPK2 inh 6, NR5A2 inv ag -18, NR2F2 inh -6, SRC3 inh 8 and NCOA2 inhibitor -10.
For S=C(Nc1ccccc1Cl)N1CCCC(c2ccccc2)=N1 the results were SRC1 inh -1, TLR9-MyD88 block -1, TWEAK-Fn14 inh -16, LMP1 NFkB inh 4, TRAIL sens C8 5, TROY NFkB inh -40, NOD2-RIPK2 inh -1, NR5A2 inv ag 1, NR2F2 inh -19, SRC3 inh 0 and NCOA2 inhibitor -11.
`CN(C)c1ccc(C(=S)N2CCOCC2)cc1` gave SRC1 inh -2, TLR9-MyD88 block -6, TWEAK-Fn14 inh 5, LMP1 NFkB inh 2, TRAIL sens C8 4, TROY NFkB inh 8, NOD2-RIPK2 inh -2, NR5A2 inv ag 5, NR2F2 inh -18, SRC3 inh -4 and NCOA2 inhibitor 6.
COCCN(Cc1ccc(C)c(Br)c1)C(=O)Cn1cnc(S(=O)(=O)N2CCCC2)c1 was read as SRC1 inh 0, TLR9-MyD88 block -9, TWEAK-Fn14 inh 5, LMP1 NFkB inh -9, TRAIL sens C8 5, TROY NFkB inh 7, NOD2-RIPK2 inh -3, NR5A2 inv ag -13, NR2F2 inh 11, SRC3 inh -5 and NCOA2 inhibitor 23.
`COc1cc2c(cc1NC(=O)CSc1nnc(COc3ccc(Cl)cc3)n1C)oc1ccccc12` gave SRC1 inh 11, TLR9-MyD88 block 2, TWEAK-Fn14 inh 24, LMP1 NFkB inh -17, TRAIL sens C8 4, TROY NFkB inh 25, NOD2-RIPK2 inh 3, NR5A2 inv ag 14, NR2F2 inh 21, SRC3 inh -19 and NCOA2 inhibitor 3.
`CCOC(=O)[C@]12CCCC=C1N(Cc1ccccc1)C(=O)[C@H](CC(=O)N1CCC(c3ccccc3)CC1)C2` gave TRAIL sens C8 6, NOD2-RIPK2 inh -10, NR5A2 inv ag 9, NR2F2 inh -1 and NCOA2 inhibitor 3.
`CN(C(=O)CSc1nnc(-c2ccc(F)cc2)n1C)C1CCS(=O)(=O)C1` (configuration not stated) gave SRC1 inh 4, TLR9-MyD88 block 2, TWEAK-Fn14 inh 8, LMP1 NFkB inh 2, TRAIL sens C8 -12, TROY NFkB inh -8, NOD2-RIPK2 inh -8, NR5A2 inv ag 4, NR2F2 inh -3, SRC3 inh -4 and NCOA2 inhibitor -10.
O=C(Cn1ncc2c3ccccc3n(Cc3ccccc3)c2c1=O)NCCCN1CCCC1=O was read as SRC1 inh -11, TLR9-MyD88 block 7, TWEAK-Fn14 inh -7, LMP1 NFkB inh -1, TRAIL sens C8 5, TROY NFkB inh -19, NOD2-RIPK2 inh -5, NR5A2 inv ag 17, NR2F2 inh 3, SRC3 inh 27 and NCOA2 inhibitor -2.
O=C(COc1ccccc1)Nc1ccccc1F was read as SRC1 inh -67, TLR9-MyD88 block -6, TWEAK-Fn14 inh -14, LMP1 NFkB inh -3, TRAIL sens C8 6, TROY NFkB inh -45, NOD2-RIPK2 inh -3, NR5A2 inv ag -84, NR2F2 inh -44, SRC3 inh -50 and NCOA2 inhibitor -60.
Screening Cc1ccnc(NS(=O)(=O)c2ccc(NC(=O)Cc3ccccc3)cc2)n1 returned SRC1 inh -3, TLR9-MyD88 block -1, TWEAK-Fn14 inh -4, LMP1 NFkB inh -2, TRAIL sens C8 -15, TROY NFkB inh 8, NOD2-RIPK2 inh -10, NR5A2 inv ag -11, NR2F2 inh 0, SRC3 inh 27 and NCOA2 inhibitor 1.
